# Assay outcomes (PubChem BioAssay)
# phage Ecoli inh: growth loss of phage-infected E. coli, primary screen, RecBCD inhibitor project, absorbance, with phage, HTS | AID 651602, 2012 | 0.26% of 360,000 active | inhibition, % at 11.9 µM; in the data active = inhibition above about 11%
# Tat export inh: E. coli Tat export inhibitors, primary screen, MC4100, TorA-mCherry reporter, fluorescence, single point | 0.036% of 340,000 active | AID 488895, 2010 | inhibition, % at 10 µM;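 active = mean replicate inhibition at least 50% and at least half of replicates individually reaching 50%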;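 also: exported cargo escapes ClpAP degradation while cytoplasmic cargo is degraded and loses fluorescence; 0% = median of neutral control wells and 100% = median of NaSCN control wells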
# PfHsp90 set2: growth inhibition of PfHsp90-expressing yeast, primary screen, antimalarial PfHsp90 inhibitor project, S. cerevisiae, BacTiter-Glo luminescence, single point, set 2. BacTiter-Glo ATP, 48 h; yeast lacking PDR1 and PDR3 efflux regulators. inhibition, % at 9.4 µM. 0.32% of 310,000 active. AID 504621, 2011;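 active = every replicate shows inhibition above about 80%, whatever the replicate mean, limit read from the data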;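 also: 0% = DMSO neutral controls and 100% = 20 µM radicicol positive controls; yeast relying on Plasmodium falciparum Hsp90 in place of its own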
# SUMO Mot1 rescue: yeast Mot1-301 growth rescue at high temperature, primary screen, SUMOylation pathway inhibitor project, S. cerevisiae, ATP luminescence, 38.5C; growth rescue, % at 18.8 µM; S. cerevisiae Mot1-301 growth rescue; percent above DMSO median, 100 means doubled; 1% of 320,000 active; AID 2716, 2010;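 active = every valid replicate shows activation above 250% relative to neutral control wells; inactive = the rest, any valid replicate at or below 250%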;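 also: OY570 slx delta 5 strain wells were the positive control but not used for scaling; some compounds called inactive have numbers as strong as hits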
# PKA-R2B act: activators of PKA-R2B holoenzyme, primary screen, biochemical, fluorescence polarization, Cy5-IP20, human. AID 504700, 2011. 0.079% of 340,000 active. cAMP-dependent protein kinase catalytic subunit beta (Homo sapiens) + cAMP-dependent …. activation, % at 11.4 µM. PKA-R2B holoenzyme dissociation; R2B truncated from residue 108, S112A mutant; 0% DMSO only, 100% 113 µM cGMP;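 active = activation above a cutoff set at the mean over all compounds plus 3 SD, cut at about 18% in these data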;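 also: higher means more holoenzyme dissociation and a rise in polarization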
# Target sequence (P31323 whole entry, looked up, other chains not shown, the tested form may be a part): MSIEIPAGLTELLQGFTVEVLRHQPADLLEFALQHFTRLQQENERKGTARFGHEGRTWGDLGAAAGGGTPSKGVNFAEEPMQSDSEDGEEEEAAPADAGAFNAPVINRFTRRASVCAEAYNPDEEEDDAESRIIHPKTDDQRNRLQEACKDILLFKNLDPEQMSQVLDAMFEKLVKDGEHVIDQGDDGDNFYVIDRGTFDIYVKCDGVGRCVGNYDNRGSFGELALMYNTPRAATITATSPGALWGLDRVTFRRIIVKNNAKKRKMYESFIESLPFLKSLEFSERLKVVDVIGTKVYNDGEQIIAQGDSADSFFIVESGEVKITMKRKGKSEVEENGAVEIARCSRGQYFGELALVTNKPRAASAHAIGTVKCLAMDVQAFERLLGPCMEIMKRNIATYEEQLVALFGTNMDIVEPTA
# PKA-R1A activ: activators of PKA-R1A holoenzyme, primary screen, biochemical, fluorescence polarization, Cy5-IP20, bovine R1A, mouse PKAc; AID 504707, 2011; 0.083% of 340,000 active; activation, % at 11.4 µM; PKA-R1A dissociation; scaled: DMSO 0%, 113 µM cGMP 100%; cAMP-dependent protein kinase type I-alpha regulatory subunit (Bos taurus) + …;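 active = percent activation above the mean of all tested compounds plus 3 SD, cut at about 19% in these data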;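 also: higher means more PKAc released from R1A so a rise in polarization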
# OPRM1-OPRD1 ag: agonists of OPRM1-OPRD1 heterodimerization, primary screen, cell-based, luminescence | activation, % at 9.3 µM | cells | 0.3% of 340,000 active; in the data active = activation above about 18%;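 also: 0% = vehicle-treated cells and 100% = reference agonist; values of inactives mirror those of a sister screen read the other way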
# HTR5A inv ctr: HTR5A inverse agonists in luminescence cell assay, primary screen, counter-screen for OPRM1-OPRD1 heterodimer inverse agonist project, full-deck HTS | 5-hydroxytryptamine receptor 5A (Homo sapiens), P47898 | HTR5A cell line, inverse agonism | inhibition, % at 9.3 µM | 0.083% of 340,000 active | AID 504634, 2011; in the data active = inhibition mostly above about 23%, no sharp cut-off; inactive = mostly below about 18%;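 also: 0% = cells with DMSO and 100% = no-cell wells with DMSO; some compounds called inactive have numbers as strong as hits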
# Target sequence (P47898 whole entry, looked up): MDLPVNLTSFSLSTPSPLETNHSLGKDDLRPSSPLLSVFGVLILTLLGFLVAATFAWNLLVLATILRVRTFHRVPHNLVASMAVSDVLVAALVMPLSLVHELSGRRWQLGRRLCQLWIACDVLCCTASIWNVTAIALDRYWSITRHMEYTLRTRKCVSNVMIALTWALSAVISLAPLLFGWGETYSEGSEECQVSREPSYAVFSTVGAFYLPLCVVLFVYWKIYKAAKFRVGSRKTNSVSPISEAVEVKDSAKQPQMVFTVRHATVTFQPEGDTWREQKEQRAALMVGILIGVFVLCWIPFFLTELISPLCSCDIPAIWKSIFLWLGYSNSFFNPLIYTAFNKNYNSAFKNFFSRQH
# E coli growth: E. coli V3065 growth inhibition, primary screen, counter-screen for AddAB inhibitor project, absorbance, OD600. 0.27% of 330,000 active. inhibition, % at 11.9 µM. 18 h. AID 449728, 2010;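 active = inhibition above the campaign's mean inhibition across all tested compounds plus 3 SD, cut at about 9.9% in these data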;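 also: uninfected addAB+ strain grown without phage in ampicillin broth; 0% = DMSO wells and 100% = ciprofloxacin 0.95 µg/ml wells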
# OPRM1-OPRD1 inv: inverse agonists of MOR-DOR heterodimerization, primary screen, cell-based, luminescence; cell-based MOR-DOR heterodimer luminescence, inverse agonism; inhibition, % at 9.3 µM; 0.21% of 340,000 active; in the data active = inhibition above about 22%, passing the limit was not always enough;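 also: 0% = cells with DMSO and 100% = wells without cells with DMSO; values of inactives mirror those of a sister screen read the other way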
# AddAB inh: growth inhibition of E. coli expressing H. pylori AddAB, primary screen, AddAB inhibitor project, absorbance | AID 435030, 2010 | 0.29% of 330,000 active | inhibition, % at 11.9 µM; in the data active = inhibition above about 12%;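 also: 0% = vehicle wells of infected cells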
# Active calls of the source: *; . = not tested or not shown.
entry	SMILES	phage Ecoli inh	Tat export inh	PfHsp90 set2	SUMO Mot1 rescue	PKA-R2B act	PKA-R1A activ	OPRM1-OPRD1 ag	HTR5A inv ctr	E coli growth	OPRM1-OPRD1 inv	AddAB inh
1	Cc1cc(C)nc(SCc2nnc(SCC(=O)OC3CCCCC3)o2)n1	3.1	1	-14	13	8	-4	-2.4	-4	-1.1	15	3.0
2	COc1ccc(/C=N/NC(=O)c2ccccc2)cc1CN1CCN(c2ccc(F)cc2)CC1	2.7	0	.	-26	3	-2	-0.8	9	1.2	4	1.4
3	Cc1oc(-c2ccccc2F)nc1CS(=O)CC(=O)NC1CCCCC1 (stereo not given)	1.3	-2	6	-3	5	-4	-1.2	-22	-1.6	7	-3.7
4	Cc1noc(C)c1COC(=O)c1cc(S(=O)(=O)N2CCOCC2)ccc1Cl	3.3	22	-6	5	-6	-3	-1.3	-6	1.5	7	-3.7
5	O=C(O)C1CCCC[C@H]1C(=O)Nc1ncc([N+](=O)[O-])s1 (stereo not given in full)	-1.2	-2	-2	4	-2	2	0.1	-20	-3.3	0	-0.5
6	CCc1ccc2[nH]c(=O)c(CN(Cc3nnnn3C3CCCC3)C3CCCCC3)cc2c1	2.3	-1	-1	-1	-2	10	-0.8	11	-2.9	4	-0.1
7	CCN(CC)c1ccc(/C=N/NS(=O)(=O)c2cccc([N+](=O)[O-])c2)cc1	0.4	12	-21	1	5	-10	3.1	-5	-3.0	-17	2.3
8	NS(=O)(=O)c1ccc(CCN=Cc2ccccc2O)cc1	3.8	-12	-1	2	9	0	-1.9	9	0.7	9	2.9
9	Cc1cnc(C(=O)N2CCCC(C(=O)c3ccc(C(F)(F)F)cc3)C2)cn1 (stereo not given)	-1.6	0	16	6	5	10	-1.0	-12	0.6	5	-1.9
10	CCn1c(SCC(=O)OCc2ccccc2)nnc1-c1ccco1	1.4	-3	4	46	-7	-7	1.1	10	0.6	-6	-1.3
11	N#CC1C(=O)NC(=O)CC12CCCCC2 (stereo not given)	0.0	12	9	.	-1	1	-2.3	-4	.	11	.
12	O=C(Nc1ccc(S(=O)(=O)NCc2cccnc2)cc1)c1ccco1	2.0	-3	.	-13	7	1	-0.3	-3	0.8	2	2.8

# 4 entries from above, with each value named.
1. Cc1cc(C)nc(SCc2nnc(SCC(=O)OC3CCCCC3)o2)n1
  phage Ecoli inh: 3.1
  Tat export inh: 1
  PfHsp90 set2: -14
  SUMO Mot1 rescue: 13
  PKA-R2B act: 8
  PKA-R1A activ: -4
  OPRM1-OPRD1 ag: -2.4
  HTR5A inv ctr: -4
  E coli growth: -1.1
  OPRM1-OPRD1 inv: 15
  AddAB inh: 3.0
2. COc1ccc(/C=N/NC(=O)c2ccccc2)cc1CN1CCN(c2ccc(F)cc2)CC1
  phage Ecoli inh: 2.7
  Tat export inh: 0
  PfHsp90 set2: .
  SUMO Mot1 rescue: -26
  PKA-R2B act: 3
  PKA-R1A activ: -2
  OPRM1-OPRD1 ag: -0.8
  HTR5A inv ctr: 9
  E coli growth: 1.2
  OPRM1-OPRD1 inv: 4
  AddAB inh: 1.4
3. Cc1oc(-c2ccccc2F)nc1CS(=O)CC(=O)NC1CCCCC1 (stereo not given)
  phage Ecoli inh: 1.3
  Tat export inh: -2
  PfHsp90 set2: 6
  SUMO Mot1 rescue: -3
  PKA-R2B act: 5
  PKA-R1A activ: -4
  OPRM1-OPRD1 ag: -1.2
  HTR5A inv ctr: -22
  E coli growth: -1.6
  OPRM1-OPRD1 inv: 7
  AddAB inh: -3.7
4. Cc1noc(C)c1COC(=O)c1cc(S(=O)(=O)N2CCOCC2)ccc1Cl
  phage Ecoli inh: 3.3
  Tat export inh: 22
  PfHsp90 set2: -6
  SUMO Mot1 rescue: 5
  PKA-R2B act: -6
  PKA-R1A activ: -3
  OPRM1-OPRD1 ag: -1.3
  HTR5A inv ctr: -6
  E coli growth: 1.5
  OPRM1-OPRD1 inv: 7
  AddAB inh: -3.7

# (list continues)
entry	SMILES	phage Ecoli inh	Tat export inh	PfHsp90 set2	SUMO Mot1 rescue	PKA-R2B act	PKA-R1A activ	OPRM1-OPRD1 ag	HTR5A inv ctr	E coli growth	OPRM1-OPRD1 inv	AddAB inh
13	O=C(Cc1ccc([N+](=O)[O-])cc1)N1CCCc2ccccc21	5.3	2	6	-12	-5	-1	2.0	3	-2.4	-10	0.2
14	Cc1ccc(SCCSc2nc(C)cc(=O)[nH]2)cc1	3.5	2	5	0	-10	-7	-1.2	1	1.2	5	1.1
15	CCNC(=O)C1Cc2ccccc2CN1S(=O)(=O)c1ccc(F)cc1 (stereo not given)	-0.1	-23	-15	-9	-6	-3	-1.6	-18	-2.0	8	1.4
16	CC(C)C(NC(=O)COc1ccccc1)C(=O)O (stereo not given)	5.2	-5	-25	-8	1	7	-1.8	-28	1.0	10	2.0
17	CCNC(=O)N(C(=O)NCC)n1c(C)nnc1C	2.4	-5	-2	409	4	2	-1.4	-12	2.5	8	0.2
18	CCC(C)(C)NC(=O)C(c1ccc(OC)cc1)N(C(=O)CCC(=O)Nc1cc(C)on1)c1cccc(F)c1 (stereo not given)	2.2	-7	13	57	5	0	-1.0	-17	-0.9	5	1.2
19	COC(=O)Cn1nc(-c2ccc(C)c(S(=O)(=O)N(C)C)c2)c2ccccc2c1=O	1.7	1	.	24	10	3	4.0	-3	2.6	-23	4.0
20	COc1ccc(S(=O)(=O)N2CCC3(CC2)CC(=O)c2ccccc2O3)cc1C	1.6	1	0	7	-5	-7	-3.6	0	1.7	20	-0.3
21	COC(=O)CCC(=O)N1CCOCCOCCN(C(=O)CCC(=O)OC)CCOCCOCC1	1.3	7	-56	.	0	3	-2.3	-25	-2.3	13	0.5
22	CC(C(=O)OCC(=O)N(C)C1(C#N)CCCCC1)N1C(=O)c2ccccc2C1=O (stereo not given)	1.9	-5	6	-19	5	-6	-3.2	-2	-1.0	13	1.8
23	CN(C)Cc1c(C(=O)N/N=C/C=C/c2ccccc2)nnn1-c1nonc1N	2.8	1	-3	2	0	0	-2.6	-1	-3.6	15	1.0
24	COc1ccc2c(c1)OC/C(=C/c1cccs1)C2=O	5.9	-7	2	.	-3	-1	-0.3	-9	-0.5	2	-0.5
25	c1ccc(N2CCN(c3ccccc3)C2c2cccnc2)cc1	-0.5	7	-21	25	2	-1	-2.5	-31	-0.4	12	3.5
26	N#Cc1cc2cc3c(cc2nc1N1CCCCC1)OCCO3	-2.5	10	0	2	-6	-2	1.6	12	-2.1	-9	1.8
27	Cc1cc(C)n(-c2ccc(C)c(Cl)c2)n1	1.2	5	0	18	-6	2	-0.9	-14	-1.1	5	3.0
28	CSc1nc(-c2ccc(Cl)cc2)nn1C(=O)c1ccco1	3.7	2	13	4	-3	-2	-2.1	4	1.7	12	1.0
29	O=C(CSc1ccc2c(c1)OCCO2)Nc1ncc(Cl)cc1Cl	0.6	2	0	-7	-1	2	0.1	0	0.8	0	-0.5
30	COc1cccc(CNC(=O)CCCn2ncn3c(cc4occc43)c2=O)c1	3.2	4	1	206	-12	-13	-3.8	-14	0.9	19	0.1
31	Cc1ccc(C(=O)Nc2ccc3c(c2)nc2n3CCSC2)cc1	3.0	0	0	135	-6	-5	-4.3	-2	2.2	20	2.4
32	COC(=O)c1ccccc1Oc1ccc(NC(=O)C(C)(C)CCl)cc1	0.9	0	20	54	-12	-4	-1.2	-20	-1.8	6	-0.2
33	NNC(=O)CN1C(c2ccccc2Br)=Nc2ccc(Br)cc2C1c1ccccc1 (stereo not given)	6.8	0	-21	-4	10	-2	3.4	-1	-2.5	-21	-2.0
34	O=C(COC(=O)Cc1n[nH]c(=O)c2ccccc12)Nc1cccc(C(F)(F)F)c1	0.9	-7	21	-7	-8	-10	-0.9	-6	1.0	5	1.6
35	Oc1ccc(/C=N/Nc2ncc(Cl)cc2Cl)cc1	-0.6	-1	-14	-25	-11	3	-2.0	-25	-0.6	9	-1.7
36	Clc1ccc2c(NCc3ccccn3)ncnc2c1	4.1	-8	-7	0	7	-11	-0.8	-12	-0.5	3	1.1
37	CC(C)C(NC(=O)OCc1ccccc1)C(=O)OCC(=O)NCc1ccco1 (stereo not given)	-0.3	-8	30	-6	-6	13	-2.6	-24	-0.7	11	0.6
38	COc1ccc(-c2oc3ccc(-c4ccc(OC)nc4)cc3c2-c2ccc(OC)cc2)cc1	1.5	0	10	99	-8	-3	-4.3	-7	-0.9	20	1.1
39	c1ccc(-c2nc(NCc3cccnc3)c3oc4ccccc4c3n2)cc1	-0.3	7	-19	92	0	-15	0.7	7	1.3	-4	1.7
40	Brc1ccc(-c2csc(N/N=C/c3cccnc3)n2)cc1	6.6	-3	-27	-1	-15	0	3.5	-7	-1.5	-21	0.2
41	CN(C)S(=O)(=O)c1ccc(NC(=O)CSc2nnc(-c3ccco3)n2N)cc1	1.9	0	-9	-12	-12	-6	-4.2	-14	0.0	18	-1.5
42	CC[C@@H]1C=C(C(=O)O)[C@H](c2ccc(Cl)c(Cl)c2)N1S(=O)(=O)c1ccc(C)cc1	1.2	-3	0	-9	-1	6	-0.1	1	-3.2	1	1.0
43	Cc1nc(SCC(=O)Nc2cc(C)on2)c2c(=O)n(C)c(=O)n(C)c2n1	2.6	1	15	11	5	5	-1.1	-5	-1.0	6	-0.6
44	CCCCC(=O)Nc1ccc(NC(=O)c2ccco2)cn1	-0.6	-3	5	-4	-10	-4	-3.1	-1	0.1	14	-0.8
45	CCOC(=O)c1cnn(-c2cccc(Cl)c2)c1N	3.3	-3	-4	-5	-8	3	-3.1	-4	4.0	14	4.4
46	Cc1cc(NC(=O)c2ccccc2F)on1	1.7	3	15	175	-12	-6	1.5	1	1.9	-11	0.3
47	CSc1ncc(Cl)c(C(=O)Nc2cc(C)ccc2C)n1	2.4	0	7	-9	11	-1	-2.3	-2	0.0	10	0.1
48	CCCc1c(O)nc(SCCN(CCC)CCC)[nH]c1=O	5.0	2	.	7	-2	-9	-2.4	-7	2.2	12	2.6
49	CCOC(=O)[C@H]1[C@H]2COc3cc(OC)ccc3[C@@H]2N2C(=O)N(c3cccc(F)c3)C(=O)[C@@]12C	1.2	-7	16	7	-8	7	-0.9	-18	0.7	5	-0.7
50	COc1cccc(NC(=O)COC(=O)Cc2ccc(Cl)cc2)c1	3.4	3	-62	-14	-3	-3	3.1	6	2.6	-16	7.1
51	CC(=O)c1c(NCc2ccccc2)nc(=O)n(-c2ccccc2)c1C	1.4	17	-19	-23	-8	-4	0.9	2	-1.7	-4	1.3
